High-throughput results from PubChem BioAssay.
PRMT1 inh: blocks human protein arginine methyltransferase 1; Q99873; recombinant PRMT1, activity-based probe fluorescence polarization; inhibition, % at 2.79 µM; actives 1.3% (n = 370,000); AID 652257;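 active = inhibition above about 21% made by adding two undisclosed values, limit read from the data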
MBD2 DNA inh: MBD2-methylated oligo binding inhibition; Q9UBB5; TR-FRET, MBD2 binding to methylated oligonucleotide; inhibition, % at 4.4 µM; actives 0.31% (n = 370,000); in the data active = inhibition above about 13%
Target sequence (Q9UBB5 whole entry, looked up): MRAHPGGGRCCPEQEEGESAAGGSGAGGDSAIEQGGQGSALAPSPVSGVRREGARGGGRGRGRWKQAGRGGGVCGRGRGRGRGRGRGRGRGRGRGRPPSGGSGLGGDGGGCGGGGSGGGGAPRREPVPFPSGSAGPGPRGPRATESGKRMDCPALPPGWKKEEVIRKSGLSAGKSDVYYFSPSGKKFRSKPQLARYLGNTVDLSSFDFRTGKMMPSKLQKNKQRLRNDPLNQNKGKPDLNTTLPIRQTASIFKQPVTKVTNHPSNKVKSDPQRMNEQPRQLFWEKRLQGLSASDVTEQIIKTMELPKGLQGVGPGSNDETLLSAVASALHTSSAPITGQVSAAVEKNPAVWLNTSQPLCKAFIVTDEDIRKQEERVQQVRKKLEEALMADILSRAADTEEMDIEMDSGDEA
TCR-CD3 inh: inhibitors of human TCR-CD3 interaction. TAMRA-labeled TCR probe fluorescence, biochemical. inhibition, % at 9.4 µM. actives 0.37% (n = 360,000); in the data active = inhibition above about 19%;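 note: recombinant mutant TCR 2C K166C tagged with TAMRA read by polarization; 0% = receptor in buffer alone and 100% = receptor with positive control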
LEDGF integ inh: blocks HIV-1 LEDGF/p75-dependent DNA integration | TR-FRET IN-LEDGF/p75 DNA integration, Eu/Cy5 | inhibition, % at 3.7 µM | AID 743269 | actives 0.64% (n = 370,000);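 active = inhibition above the screen-wide mean plus 3 SD, cut at about 13% in these data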;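 note: signal is the Cy5 over europium emission ratio at 671 and 618 nm; 0% = plate median of compound wells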
KLK7 zymogen act: activates the human kallikrein-7 zymogen; P49862; purified proKLK7, EDANS-DABCYL substrate fluorescence; 100% is mature enzyme control, 0% vehicle; activation, % at 7 µM; actives 0.9% (n = 370,000); AID 652039;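 active = activation above the mean of all tested compounds plus 3 SD, computed per campaign excluding outliers beyond control limits, cut at about 13% in these data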
SIAE primary: blocks human sialic acid acetylesterase | Q9HAT2 | SIAE FP-Rh probe binding, fluorescence polarization | inhibition, % at 9.66 µM | actives 0.69% (n = 370,000) | AID 1053197;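 active = inhibition above a cutoff: mean of compounds within the control limits plus 3 SD of those, cut at about 17% in these data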;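 note: 0% = plate median of compound wells and 100% = probe without SIAE protein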
Target sequence (Q9HAT2 whole entry, looked up): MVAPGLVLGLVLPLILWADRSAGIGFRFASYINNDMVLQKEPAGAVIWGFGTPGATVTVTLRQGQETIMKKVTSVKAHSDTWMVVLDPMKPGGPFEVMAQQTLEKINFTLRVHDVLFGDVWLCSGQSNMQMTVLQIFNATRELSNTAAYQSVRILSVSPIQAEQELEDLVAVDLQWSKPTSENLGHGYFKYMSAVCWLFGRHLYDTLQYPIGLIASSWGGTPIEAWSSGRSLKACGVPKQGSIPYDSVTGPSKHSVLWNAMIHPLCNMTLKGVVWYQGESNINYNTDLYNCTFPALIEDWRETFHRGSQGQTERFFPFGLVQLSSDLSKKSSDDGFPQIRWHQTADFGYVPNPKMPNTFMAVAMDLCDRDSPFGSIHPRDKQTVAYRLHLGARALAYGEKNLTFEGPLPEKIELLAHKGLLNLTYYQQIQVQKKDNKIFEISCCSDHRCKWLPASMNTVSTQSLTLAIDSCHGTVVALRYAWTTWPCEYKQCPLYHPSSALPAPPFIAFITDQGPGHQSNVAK
DDE Tn6 FP inh: DD(E)-Tn6 binding inhibition, primary FP screen; P02675; Fibrin DD(E) TRITC-Tn6 fluorescence polarization displacement; inhibition, % at 8.3 µM; actives 0.21% (n = 370,000);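 active = inhibition above a per-campaign cutoff: mean of compounds within control limits plus 3 SD, cut at about 15% in these data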;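 note: 0% = median of all compound wells on the plate and 100% = blocking peptide control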
TDP2 inh: blocks human TDP2 phosphodiesterase activity. O95551. recombinant TDP2, T5PNP hydrolysis, p-nitrophenol absorbance 415 nm. inhibition, % at 12.8 µM. actives 0.34% (n = 370,000). AID 720702;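 active = inhibition above the mean of all tested compounds plus 3 SD, set per campaign, cut at about 25% in these data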;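 note: 0% = DMSO with enzyme and 100% = buffer with substrate but no TDP2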
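System – recombinant human TDP2 · Quantity – TDP2 enzyme at 120 nM final · Doses – single concentration, 12.8 µM nominal, with 1% DMSO · Incubation – 2 h at 37 °C · Measured by – epi absorbance of p-nitrophenol freed from T5PNP by hydrolysis · Read-out – % inhibition relative to enzyme-containing and enzyme-free wells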
DDE Tn7 FP inh: DD(E)-Tn7 binding inhibition, primary FP screen | P02675 | FP displacement of FITC-Tn7 peptide from fibrin DD(E); 0% = median of compound wells per plate | inhibition, % at 8.3 µM | actives 0.13% (n = 370,000) | AID 720508;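 active = inhibition above the mean of compounds falling within the control limits plus 3 SD of them, cut at about 14% in these data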;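 note: 0% = plate median of compound wells and 100% = 10 µM Aha-Tn7 peptide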
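System: human fibrin DD(E); quantity: Fibrin-DD(E) at 2 µM final; also added: fluorescent Tn7 probe at 0.1 µM; compound dosing: single nominal test concentration of 8.3 µM per compound; schedule: 10 min preincubation, 3 h with tracer, room temperature; detection: fluorescence polarization of the labelled Tn7 tracer; repeats: one replicate per compound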
UHRF1 binding: blocks human UHRF1 binding to methylated DNA; actives 0.75% (n = 370,000); UHRF1 binding to methylated oligo, TR-FRET; AID 687016; Q96T88; inhibition, % at 4.4 µM; in the data active = inhibition above about 21%;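 note: UHRF1 SRA domain binding a hemimethylated CpG hairpin DNA probe; 0% = median of test compound wells and 100% = reference inhibitor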
Active calls of the source: *; . = no result given. Random draw from the library. Share with any hit: about 4.6%.

SMILES | PRMT1 inh | MBD2 DNA inh | TCR-CD3 inh | LEDGF integ inh | KLK7 zymogen act | SIAE primary | DDE Tn6 FP inh | TDP2 inh | DDE Tn7 FP inh | UHRF1 binding
CCOC(=O)c1ccccc1NC(=O)c1cn(CC)c2nc(C)ccc2c1=O | -7 | 1 | -1 | 2 | -0.3 | -3 | 6 | 2 | -6 | 3
COC(=O)[C@@H](CC(C)C)NS(=O)(=O)N(Cc1ccccc1)[C@@H](CC(C)C)C(=O)OC | 0 | 0 | 6 | -1 | 0.4 | 1 | 3 | -14 | 0 | -2
O=C(c1ccc(Cl)cc1)N1CCN(c2ccc(F)cc2)CC1 | 1 | -1 | -3 | 3 | -0.5 | 0 | 3 | -13 | -7 | 5
CC1=C(Nc2ccc(C(=O)O)cc2)C(=O)c2ccccc2C1=O | 0 | -16 | 0 | 3 | 0.1 | -3 | 2 | 1 | -4 | -13
CCC(=O)c1ccc(OCC(=O)N(Cc2nnc(-c3ccccc3Cl)o2)C2CC2)cc1 | 0 | -2 | 0 | -3 | -0.5 | 0 | 11 | -6 | -1 | -2
CC1(C(=O)NCc2ccccc2)CSCC(=O)N1Cc1cccc(F)c1 (configuration not stated) | -2 | -2 | -2 | 2 | 1.0 | -4 | -4 | 11 | 3 | -2
CNC(=O)c1c(NC(=O)CCS(=O)(=O)c2ccc(Cl)cc2)sc2c1CCN(C(=O)OC)C2 | -1 | -2 | 3 | 3 | -1.1 | 13 | -8 | -3 | -6 | -2
CSC1=NCCN1C(=O)c1cccc(C(F)(F)F)c1 | -2 | -3 | 0 | 1 | 0.1 | -5 | 8 | -12 | 4 | -1
Cc1noc(C)c1S(=O)(=O)NCC(=O)O | -2 | -5 | 10 | 3 | 0.0 | 4 | -2 | -2 | -6 | -2
Cc1nc(N2CCN(S(=O)(=O)c3ccc(Br)cc3)CC2)c2c(C)c(C)sc2n1 | -3 | -1 | 4 | 3 | 0.2 | 19* | -2 | 10 | 1 | 0
CCOc1ccc(NC(=S)N(CCN2CCOCC2)Cc2cc3cc4c(cc3[nH]c2=O)OCCO4)cc1 | 0 | -5 | -2 | 0 | -3.2 | 11 | 6 | 6 | 2 | 0
COc1ccc2sc(-c3ccc(S(C)(=O)=O)cc3)c(-c3ccc(SC)cc3)c2c1 | -2 | 0 | 1 | 3 | -45 | -5 | -10 | 7 | -1 | -3
O=C(CC1CCCCC1)N1CCN(c2ccccn2)CC1 | -2 | -1 | -9 | 6 | 0.0 | -3 | 3 | -15 | 2 | 4
CCOC(=O)C1=C(COC(=O)CCOc2ccc(C)cc2)NC(=O)NC1C (configuration not stated) | 0 | -1 | -1 | -5 | 0.2 | 5 | -1 | -1 | 0 | -1
CC(=O)OC1CCC2(C)C(COc3ccc4ccc(=O)oc4c3)C(C)(O)CCC2C1(C)C (configuration not stated) | -1 | -4 | 1 | 1 | -2.6 | -7 | 5 | -1 | 0 | -1
COCCNC(=O)c1ccc(N2CC3CC(C2)c2cccc(=O)n2C3)c(NC(=O)c2ccc(Br)o2)c1 (configuration not stated) | 4 | 0 | -4 | -1 | -0.6 | 7 | 9 | 17 | 1 | 0
CCC1(C)CC(C(N)=S)CCO1 (configuration not stated) | 7 | 0 | -11 | -7 | 0.1 | 2 | -1 | 3 | 4 | 4
CCOC(=O)c1cnc(-n2nc(C)cc2C)nc1N1CC(C)OC(C)C1 (configuration not stated) | 1 | 1 | 1 | 1 | -0.2 | 4 | 2 | -6 | -3 | 12
COc1ccc(NC(=O)NC(=O)c2ccccc2)cc1 | -5 | -3 | 1 | 1 | -0.4 | 2 | -7 | -12 | -5 | 0
O=c1cc(O)c2ccccc2n1Cc1ccccc1Cl | -1 | 1 | 4 | -2 | -0.3 | 10 | 0 | -4 | -2 | 0
CC(Sc1nnc(N)s1)C(=O)c1c(N)n(C)c(=O)n(C)c1=O (configuration not stated) | 3 | -3 | 4 | 2 | 0.3 | -5 | 0 | -3 | 1 | 3
O=Cc1nc(Nc2cc(F)cc(F)c2)nc(NC2CCCC2)n1 | 3 | 3 | . | 6 | . | -8 | 1 | 7 | 1 | -4
Cc1sc2ncn(CC(=O)N3CCN(c4ccccn4)CC3)c(=O)c2c1S(=O)(=O)N1CCC(C)CC1 | -2 | -1 | -5 | -3 | -0.1 | 0 | -4 | 5 | 2 | -1
Cc1cc(=O)oc2cc(Oc3ccc(C(N)=O)cc3[N+](=O)[O-])ccc12 | -3 | 1 | 6 | 6 | -5.4 | -4 | 0 | 9 | -3 | 0
Cc1cc(C(=O)Nc2ccc(F)cc2)n(-c2ccccc2)n1 | 0 | 5 | . | -3 | 0.4 | -3 | -3 | -1 | 0 | -1
SMILES | PRMT1 inh | MBD2 DNA inh | TCR-CD3 inh | LEDGF integ inh | KLK7 zymogen act | SIAE primary | DDE Tn6 FP inh | TDP2 inh | DDE Tn7 FP inh | UHRF1 binding
CN(C)C(=O)c1cc2c(c(-c3cccc(C4=CCCCC4)c3)n1)[C@@H](CCO)N(S(=O)C(C)(C)C)C2 (some centres not stated) | 8 | 5 | -7 | -1 | -2.7 | -17 | 1 | 4 | 6 | -2
O=C(C1CCCCC1)N1C[C@@H](n2cc(-c3ccc(F)cc3)nn2)[C@H](O)C[C@@H]1c1ccccc1 | 0 | -1 | 4 | 2 | 0.1 | -1 | 1 | -5 | -6 | -2
CC(C)(C)NC(=O)C(c1cccc2ccccc12)n1c(=O)c(-c2cc3ccccc3[nH]2)nc2ccccc21 (configuration not stated) | 8 | 1 | -12 | -6 | -156 | -37 | 4 | 3 | 1 | 0
CC(CNC(=O)CN1C(=O)c2cccnc2Oc2ccc(Cl)cc21)c1ccccc1 (configuration not stated) | 2 | -1 | 2 | -1 | 0.2 | -6 | 0 | 10 | -7 | 1
Cc1ccc(S(=O)(=O)Oc2ccc(/C=C3\C(=N)N4N=C(S(C)(=O)=O)SC4=NC3=O)cc2)cc1 | 3 | 3 | 7 | 1 | 0.3 | -31 | 0 | 16 | 4 | -1
Cc1cccc(NC(NC(=O)Cc2ccccc2)C(Cl)(Cl)Cl)c1 (configuration not stated) | -4 | 0 | -2 | 5 | 0.2 | -1 | -7 | -4 | -3 | 4
COc1cccc(N(CC(=O)NC2CCCCC2)C(=O)Cn2nnc(-c3ccc(C)o3)n2)c1 | 3 | 4 | -9 | -9 | -0.1 | -3 | 5 | -7 | -1 | 1
COC(=O)c1cnn(-c2ccc(F)cc2F)c1/C=N/NC(=S)Nc1ccccc1 | 6 | -3 | . | -1 | . | -1 | -4 | -1 | -11 | 2
NC(=O)C1CCN(c2ncc(Br)s2)CC1 | 22* | 1 | . | -3 | . | 21* | 7 | -2 | 2 | -2
Cc1nn(CCC(=O)NNC(=S)Nc2cccc(Cl)c2)c(C)c1[N+](=O)[O-] | 2 | 2 | 3 | -2 | 0.5 | -2 | 2 | 3 | 0 | 1
CC(C)(C)c1ccc(C(CC(=O)O)NS(=O)(=O)Cc2ccccc2)cc1 (configuration not stated) | -1 | -4 | -1 | 1 | -0.2 | 6 | 1 | -6 | 2 | 2
Cc1cc(C)cc(N(CCC(=O)Nc2nnc(C3CC3)s2)S(=O)(=O)c2ccc(Cl)cc2)c1 | 1 | 0 | 6 | 1 | 0.4 | -4 | 6 | -4 | -2 | -1
Cc1ccc(-c2nn(C)c(=O)c3ccccc23)cc1CNC(=O)c1ccccc1 | 0 | 1 | -9 | -1 | -0.5 | -6 | 7 | 10 | 0 | -2
CCOc1ccc(S(=O)(=O)N2CCCCC2)cc1NC(=O)C1CCC1 | 6 | 7 | -6 | -4 | -0.6 | -1 | -2 | -15 | 3 | 6
CC1CCCCC1NC(=O)C1CCC(CNS(=O)(=O)c2cccc3cccnc23)CC1 (configuration not stated) | -2 | 0 | 7 | -1 | 0.3 | -4 | 0 | -10 | 3 | -3
CN(C)[C@@H]1CCC[C@@H]1OC(=O)C(c1ccccc1)c1ccccc1 | -1 | 1 | 7 | 0 | 0.2 | 0 | 7 | 16 | -6 | -3
Cc1cccc(C(=O)NCc2ccc(S(N)(=O)=O)cc2)c1[N+](=O)[O-] | 0 | -4 | 5 | 0 | 0.6 | 3 | -3 | 2 | -1 | 0
O=C(COC(=O)c1ccccc1Br)NCc1ccccc1 | 1 | 4 | -5 | -8 | -1.2 | 1 | 6 | -7 | 3 | 4
CCOC(=O)C1CCCN(C(=O)c2cc3ccccc3oc2=O)C1 (configuration not stated) | -4 | -1 | -2 | 5 | -0.6 | 2 | -2 | 0 | -8 | 9
COc1cc(C2C3=C(CC(C)(C)CC3=O)OC(N)=C2[N+](=O)[O-])ccc1O (configuration not stated) | 1 | 5 | 2 | -2 | 0.6 | 6 | 4 | -4 | 8 | 4
CC(C)CC(=O)C1=C(O)C(=O)N(Cc2ccccc2)C1c1ccccc1 (configuration not stated) | 4 | 5 | 4 | -1 | -0.2 | -10 | 1 | 4 | 5 | -2
COc1cc(SC)ccc1C(=O)Nc1ccc2c(c1)CCN2S(C)(=O)=O | 2 | -2 | -6 | -1 | -0.1 | 1 | 4 | 1 | 1 | 7
CC1CC(C)CN(CCCNS(=O)(=O)c2cc3c(cc2Br)CCN3C(=O)C2CC2)C1 (configuration not stated) | -5 | 0 | . | 10 | 0.3 | 5 | 1 | -5 | -4 | -4

8 structures already listed, arranged by SMILES length, highest first:
SMILES | PRMT1 inh | MBD2 DNA inh | TCR-CD3 inh | LEDGF integ inh | KLK7 zymogen act | SIAE primary | DDE Tn6 FP inh | TDP2 inh | DDE Tn7 FP inh | UHRF1 binding
Cc1cc(C)cc(N(CCC(=O)Nc2nnc(C3CC3)s2)S(=O)(=O)c2ccc(Cl)cc2)c1 | 1 | 0 | 6 | 1 | 0.4 | -4 | 6 | -4 | -2 | -1
CC1CC(C)CN(CCCNS(=O)(=O)c2cc3c(cc2Br)CCN3C(=O)C2CC2)C1 (configuration not stated) | -5 | 0 | . | 10 | 0.3 | 5 | 1 | -5 | -4 | -4
Cc1cccc(C(=O)NCc2ccc(S(N)(=O)=O)cc2)c1[N+](=O)[O-] | 0 | -4 | 5 | 0 | 0.6 | 3 | -3 | 2 | -1 | 0
COC(=O)c1cnn(-c2ccc(F)cc2F)c1/C=N/NC(=S)Nc1ccccc1 | 6 | -3 | . | -1 | . | -1 | -4 | -1 | -11 | 2
CC(C)(C)c1ccc(C(CC(=O)O)NS(=O)(=O)Cc2ccccc2)cc1 (configuration not stated) | -1 | -4 | -1 | 1 | -0.2 | 6 | 1 | -6 | 2 | 2
CC(C)CC(=O)C1=C(O)C(=O)N(Cc2ccccc2)C1c1ccccc1 (configuration not stated) | 4 | 5 | 4 | -1 | -0.2 | -10 | 1 | 4 | 5 | -2
CCOc1ccc(S(=O)(=O)N2CCCCC2)cc1NC(=O)C1CCC1 | 6 | 7 | -6 | -4 | -0.6 | -1 | -2 | -15 | 3 | 6
CCOC(=O)C1CCCN(C(=O)c2cc3ccccc3oc2=O)C1 (configuration not stated) | -4 | -1 | -2 | 5 | -0.6 | 2 | -2 | 0 | -8 | 9
